PRMT1 FP inh = PRMT1 methyltransferase inhibitors, primary screen, biochemical, fluorescence polarization; Protein arginine N-methyltransferase 1 (Homo sapiens), Q99873; recombinant PRMT1, activity-based probe fluorescence polarization; inhibition, % at 2.79 µM; 370,000 compounds, 1.3% hits;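 active means inhibition above about 21% made by adding two undisclosed values, limit read from the data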
Target sequence (Q99873 whole entry, looked up): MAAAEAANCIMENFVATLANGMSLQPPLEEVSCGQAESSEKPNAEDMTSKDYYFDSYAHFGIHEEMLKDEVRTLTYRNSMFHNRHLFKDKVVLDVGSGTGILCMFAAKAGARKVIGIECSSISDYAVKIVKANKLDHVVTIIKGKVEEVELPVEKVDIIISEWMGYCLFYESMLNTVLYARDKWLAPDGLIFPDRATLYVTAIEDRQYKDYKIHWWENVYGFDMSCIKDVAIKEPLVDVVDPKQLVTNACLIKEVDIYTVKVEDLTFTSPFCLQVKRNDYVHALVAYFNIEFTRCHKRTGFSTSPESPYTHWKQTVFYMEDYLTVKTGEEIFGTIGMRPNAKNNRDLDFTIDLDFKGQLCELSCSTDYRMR
HTRA1 inh = HTRA1 serine protease inhibitors, primary screen, biochemical, fluorescence polarization, HTS | AID 504803, 2011 | 340,000 compounds, 0.5% hits | Q92743 | recombinant HTRA1, FP-rhodamine activity-based probe | inhibition, % at 5.96 µM; in the data active means inhibition above about 36%;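 further: 0% = enzyme with DMSO and 100% = wells lacking enzyme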
TCR CD3 inh = inhibitors of human TCR-CD3 interaction, primary screen, biochemical, fluorescence, TAMRA-labeled TCR probe. T-cell receptor (TCR). inhibition, % at 9.4 µM. 360,000 compounds, 0.37% hits. AID 651800, 2012; in the data active means inhibition above about 19%;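 further: recombinant mutant TCR 2C K166C tagged with TAMRA read by polarization; 0% = receptor in buffer alone and 100% = receptor with positive control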
NPR2 activator = human GC-B receptor activators, primary screen, HEK293 GC-B cells, cGMP TR-FRET, EC30 CNP; Atrial natriuretic peptide receptor 2 (Homo sapiens), P20594; 370,000 compounds, 0.11% hits; 0% at EC30 CNP, 100% saturating CNP; activation, % at 10 µM;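 active means activation at 10 µM reaching about 35% in either raw or pattern-adjusted values, limit read from the data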
rCAG binder = binders of r(CAG) RNA repeats, primary screen, biochemical, fluorescence; r(CAG) RNA repeat, TO-PRO-1 dye displacement fluorescence; inhibition, % at 3 µM; 370,000 compounds, 1.3% hits; AID 651821, 2012;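 active means inhibition above the plate cutoff, the mean of all test compounds on that plate plus 3 SD, cut at about 35% in these data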;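 further: 0% = DMSO alone and 100% = 100 µM mitoxantrone as full dye displacement; higher means more dye released from RNA so lower well fluorescence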
SIAE primary = human SIAE inhibitors, primary screen, biochemical, fluorescence polarization, FP-Rh probe, 1536-well HTS | Sialate O-acetylesterase (Homo sapiens), Q9HAT2 | SIAE FP-Rh probe binding | inhibition, % at 9.66 µM | 370,000 compounds, 0.69% hits | AID 1053197, 2014;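 active means inhibition above a cutoff: mean of compounds within the control limits plus 3 SD of those, cut at about 17% in these data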;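 further: 0% = plate median of compound wells and 100% = probe without SIAE protein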
LEDGF integ inh = blockers of LEDGF/p75-dependent integrase strand transfer – biochemical, TR-FRET, high throughput, primary screen. HIV-1 integrase (with human LEDGF/p75). inhibition, % at 3.7 µM. AID 743269, 2014. TR-FRET IN-LEDGF/p75 DNA integration, Eu/Cy5. 370,000 compounds, 0.64% hits;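 active means inhibition above the screen-wide mean plus 3 SD, cut at about 13% in these data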;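 further: signal is the Cy5 over europium emission ratio at 671 and 618 nm; 0% = plate median of compound wells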
TDP2 absorb = human TDP2 enzyme inhibitors, primary screen, biochemical, epi absorbance, recombinant enzyme; Tyrosyl-DNA phosphodiesterase 2 (Homo sapiens), O95551; T5PNP hydrolysis, p-nitrophenol absorbance 415 nm; inhibition, % at 12.8 µM; 370,000 compounds, 0.34% hits; AID 720702, 2013;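 active means inhibition above the mean of all tested compounds plus 3 SD, set per campaign, cut at about 25% in these data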;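 further: 0% = DMSO with enzyme and 100% = buffer with substrate but no TDP2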
Target sequence (O95551 whole entry, looked up): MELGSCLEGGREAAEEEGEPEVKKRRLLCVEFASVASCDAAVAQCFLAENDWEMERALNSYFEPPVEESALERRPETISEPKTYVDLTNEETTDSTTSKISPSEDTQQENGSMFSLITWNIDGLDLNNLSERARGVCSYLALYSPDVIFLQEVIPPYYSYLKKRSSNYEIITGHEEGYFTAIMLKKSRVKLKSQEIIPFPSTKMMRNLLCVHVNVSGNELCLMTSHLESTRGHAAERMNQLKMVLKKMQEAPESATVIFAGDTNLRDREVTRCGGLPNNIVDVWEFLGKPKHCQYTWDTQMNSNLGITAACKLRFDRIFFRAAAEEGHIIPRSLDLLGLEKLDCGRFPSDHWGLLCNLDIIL
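System – recombinant human TDP2 · Amount – 120 nM TDP2 per well · Buffer or medium – Mg2+-containing Tris-HCl buffer, pH 7.5 · Reagent – T5PNP substrate, 5 mM · Dosing – 12.8 µM single point, 1% DMSO · Incubation – 2 h at 37 °C · Measured by – epi absorbance · Read-out basis – percent inhibition · Benchmarks – high control without enzyme, low control DMSO plus TDP2 · Repeats – singlicate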
mABHD4 FP = ABHD4 inhibitors, primary screen, biochemical, fluorescence polarization, mouse; (Lyso)-N-acylphosphatidylethanolamine lipase (Mus musculus), Q8VD66; purified mABHD4, FP-Rh probe fluorescence polarization; inhibition, % at 8.92 µM; 370,000 compounds, 0.54% hits; AID 720543, 2013;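 active means inhibition exceeding the mean over every tested compound plus 3 SD, cut at about 30% in these data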;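 further: 0% = plate median of compound wells and 100% = S159A mutant with DMSO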
Target sequence (Q8VD66 whole entry, looked up): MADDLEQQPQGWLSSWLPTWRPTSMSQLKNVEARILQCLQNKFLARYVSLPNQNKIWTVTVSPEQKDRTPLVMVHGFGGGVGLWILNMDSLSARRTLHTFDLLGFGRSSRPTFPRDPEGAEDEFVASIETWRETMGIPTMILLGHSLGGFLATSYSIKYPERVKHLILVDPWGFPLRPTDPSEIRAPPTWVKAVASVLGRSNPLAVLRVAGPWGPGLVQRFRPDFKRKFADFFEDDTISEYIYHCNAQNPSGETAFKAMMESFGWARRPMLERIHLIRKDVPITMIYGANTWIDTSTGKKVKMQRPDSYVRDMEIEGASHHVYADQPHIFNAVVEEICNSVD
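Test system: mABHD4 protein | Buffer or medium: HEPES pH 7.0 buffer, 150 mM NaCl, 0.01% Pluronic F-127 | Probe or stimulus: FP-Rh fluorescent activity-based probe, added after compound pre-incubation | Timing: Pre-incubation 45 min, probe exposure 60 min, at 25 °C | Technique: Fluorescence polarization, excitation 525 nm, emission 598 nm, BODIPY TMR filters | Repeats: Single well per compound (singlicate)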
MBD2 DNA inh = inhibitors of MBD2 binding to methylated DNA, primary screen, biochemical, TR-FRET, DNA-binding domain, human | Methyl-CpG-binding domain protein 2 (Homo sapiens), Q9UBB5 | inhibition, % at 4.4 µM | MBD2 binding to methylated oligonucleotide | AID 686964, 2013 | 370,000 compounds, 0.31% hits; in the data active means inhibition above about 13%
Numbers without * were called inactive; / = not tested or not shown.

compound	MBD2 DNA inh	rCAG binder	LEDGF integ inh	SIAE primary	HTRA1 inh	TDP2 absorb	NPR2 activator	TCR CD3 inh	PRMT1 FP inh	mABHD4 FP
COc1ccc(NC(=O)/C(C#N)=C/c2ccc[nH]2)c(OC)c1	-4	1	3	1	9	-6	3	9	0	7
FC(F)C(F)(F)C(F)(F)C(F)(F)c1cc(-c2ccccc2)n[nH]1	1	-8	-5	-13	5	-9	0	1	8	-16
COc1ccc(C(=O)Nc2cccc3nc(C)ccc23)cc1OC	-1	3	-2	0	0	-2	-8	-1	5	-1
Cn1ccnc1SCC(=O)Nc1ccccc1	3	-1	1	-1	-2	-8	1	2	-2	9
O=C(NCc1ccc(Cl)cc1)c1cc(S(=O)(=O)N2CCCCC2)c[nH]1	-4	5	-5	-2	-14	-4	5	11	0	-2
CC(=O)N1C[C@@H](CO)[C@@H](N(C)C(=O)C2CCCCC2)C[C@H]1c1ccccc1	6	1	-8	-2	/	10	8	-1	1	3
CCCc1nnc(NC(=O)c2cc(OC)cc(OC)c2)s1	6	-4	-1	7	0	4	4	-2	-2	-2
COC(=O)C(CC(C(=O)OC)C(=O)OC)C(=O)OC	2	2	1	-14	2	5	2	-3	0	8
CC(=O)c1ccc(-c2cnc3c(NC=O)cc(-c4ccc(C(=O)NC5CC5)cc4)cn23)cc1	3	13	2	-17	/	-10	10	1	-7	-6
COC(=O)[C@]12CCCCC=C1N(Cc1cccc3ccccc13)C(=O)[C@H](CC(=O)NCCc1ccccc1OC)C2	1	6	-1	-8	/	-4	-3	-8	5	3
COCCCNC(=O)COc1ccc(Cl)c(C)c1	2	-5	1	-2	6	-2	4	-3	3	-48
CCn1c(Cc2ccccc2)nnc1SCc1cccc(C(=O)O)c1	-1	0	8	-4	-2	-5	1	1	-2	-3
O=C(NCCCn1ccnc1)c1ccc(Br)cc1	-2	0	-1	-6	8	10	-3	7	2	0
Cc1nnc(NC(=O)c2ccc(-c3cccc(C(F)(F)F)c3)o2)s1	2	0	-2	0	1	-1	-6	0	-1	0
COc1ccc(C(C(=O)NC(C)(C)C)n2c(COc3ccc(C)cc3)nc3ccccc32)cc1 (centres undefined)	-5	2	-12	-13	/	-1	-19	-4	-6	-2
O=C(Nc1ccccc1)Nn1cnnc1	-7	0	2	5	10	6	2	2	0	-1
O=c1c2ccccc2n(Cc2cccc(F)c2)c(=O)n1C1CCCC1	4	-3	2	-1	-16	-11	15	2	2	-10
Cc1ccc(-c2nnc3c4ccccc4c(C)nn23)cc1S(=O)(=O)N1CCN(CCO)CC1	3	-3	2	9	0	8	8	-5	4	11
C[C@@H]1CN([C@@H](C)CO)C(=O)c2cc(Br)cnc2O[C@H]1CN(C)C(=O)c1ccncc1	5	-1	-2	-2	0	-1	4	-7	4	8
O=C(COC(=O)CN1C(=O)c2ccccc2C1=O)Nc1ccccc1C(F)(F)F	5	0	-2	-6	11	-6	1	-2	3	-4
Nn1c(SCC(=O)NC2CCCC2)nnc1C(F)(F)F	0	-1	-4	1	4	-2	5	-11	-2	3
Cn1c(CNC(=O)c2ccco2)nnc1SCC(=O)c1ccccc1	-6	2	5	1	2	-9	0	-6	-3	7
C/[N+]([O-])=C/c1c(OCc2ccc(Cl)cc2Cl)ccc2ccccc12	-3	-5	3	-3	-2	-7	-6	8	-7	1
Cc1cccc(NC(=O)CCC(=O)OCC(=O)c2ccc(Oc3ccc([N+](=O)[O-])cc3)cc2)c1	1	2	6	0	-4	-5	-3	6	0	-1
Cn1nc(C(C)(C)C)cc1C(=O)N1CCCCC1c1cc(C(=O)NCc2ccc(F)cc2)no1 (centres undefined)	0	2	0	3	/	0	-1	1	2	-3
Cc1ccnc(SCC(=O)Nc2oc(-c3ccccc3)c(-c3ccccc3)c2C#N)n1	3	13	2	-3	-2	1	-6	-1	2	-14
C[C@@H]1CN([C@H](C)CO)C(=O)Cc2cc(NC(=O)Nc3ccccc3)ccc2O[C@@H]1CN(C)Cc1ccc2c(c1)OCO2	2	6	-1	-2	-30	1	-1	-2	1	1
Cc1ccc(S(=O)(=O)c2c(C)cc(C)nc2Oc2cccc(C)c2C)cc1	-1	3	2	0	-18	0	-3	-4	0	6
COc1ccc(-c2ccc(-c3nc4c(c(=O)[nH]c(=O)n4Cc4ccccc4)n3C)o2)c([N+](=O)[O-])c1	-6	19	10	8	16	-7	-2	-4	0	9
Clc1ccc(OCc2nnc(-c3ccccc3Br)o2)c(Cl)c1	2	1	3	3	5	6	-9	2	-4	-5
Cc1nc(NC2CCCCC2)c2nnn(Cc3ccccc3Cl)c2n1	1	-2	-2	0	4	-8	0	2	-5	2
Cc1c(Cl)cccc1NS(=O)(=O)c1c(C(=O)N2CCOCC2)c(C)n(C)c1C	0	1	1	0	-3	-7	-1	-1	-1	4
O=c1[nH]c(-c2ccccc2F)nc2c1sc(=S)n2Cc1ccccc1	3	13	6	-6	-3	0	1	6	3	-6
Cc1cccc(NC(=O)COC(=O)Cc2cccc(C(F)(F)F)c2)c1C	-3	-8	-3	0	0	-8	7	7	-3	3
COc1ccccc1C#CC1=CC(=O)CC(C)(C)C1	-3	2	-3	-2	-5	-1	3	1	2	0
CC(=O)c1ccc(N=Nc2c(C)[nH]n(-c3ccccc3)c2=O)cc1	-1	7	-1	8	-1	-9	-3	0	-1	-1
CC1(C(=O)O)CCCN1C(=O)c1cccc(OC(F)(F)F)c1 (centres undefined)	0	-1	0	-1	/	6	0	-7	5	1
CN1CCN(S(=O)(=O)c2ccc(N3CCN(C(=O)c4ccccc4)CC3)nc2)CC1	-1	-7	1	4	1	-6	3	-2	0	-1
COC(=O)c1sc(S(=O)(=O)N2CCN(c3ccc(OC)cc3)CC2)c(C(=O)OC)c1C	5	8	1	-1	1	-5	5	3	1	-3
O=C(CNC1CCCCC1)NN=C(c1ccccc1)c1ccccc1	-4	-12	2	-2	4	-8	-1	-1	-4	-2
Cc1ccc(NC(=O)CN2C(=O)NC(C)(C3CC3)C2=O)cc1S(=O)(=O)N1CCCCC1 (centres undefined)	1	4	0	-4	0	6	-3	2	-1	-3
Nn1c(SCc2cccc(F)c2)nnc1-c1cccnc1	-1	1	2	-2	0	-2	1	7	-3	8
Cc1nc(C(=O)Nc2ccc(Cl)cc2)sc1C1(C)CC(c2ccccc2)=NO1 (centres undefined)	-1	7	-1	-18	-65	5	3	0	-2	-24
CCOC(=O)c1sc(NC(=O)CSc2nnc(-c3ccco3)o2)c(C(=O)OCC)c1C	2	2	-1	-9	0	5	-3	-4	2	4
CC1(C)CCC/C(=C\c2ccccc2)C1=O	1	-2	2	3	-4	3	-1	4	-3	-3
NCCC1CCCC(CCN)N1 (centres undefined)	0	1	-2	-5	6	1	3	8	1	6
COc1ccc(NC(=O)CN(C)C(=O)c2cccc(NS(=O)(=O)c3ccc(Br)cc3)c2)cc1	-5	15	1	-1	-4	-22	4	-9	1	-10
CCNC(=O)NC1(C(=O)N2CCC(Cc3ccccc3)CC2)CCCCC1	2	-3	-4	-7	7	-2	-2	-6	4	-4
COc1ccc(C(O)c2nc(-c3cccc(O)c3)cs2)cc1 (centres undefined)	5	2	-4	2	/	5	-1	-5	4	2
COc1ccc(Cn2c(NC(=O)c3ccccc3)nc(Cc3ccccc3)c2Cc2ccccc2)cc1	-1	6	14*	-5	/	-5	2	/	-12	6

Next part
compound	MBD2 DNA inh	rCAG binder	LEDGF integ inh	SIAE primary	HTRA1 inh	TDP2 absorb	NPR2 activator	TCR CD3 inh	PRMT1 FP inh	mABHD4 FP
Cc1cc(C)cc(-n2cc(C(=O)O)c(=O)cc2C)c1	4	0	-2	-2	2	10	-4	-1	0	5
CCOCCn1c(CN2CCN(C)CC2)nc2c1c(=O)n(C)c(=O)n2C	3	-1	1	2	8	1	-1	-3	3	7
CCOC(=O)c1ccc(N/N=C/c2cc(Br)cc([N+](=O)[O-])c2O)cc1	-2	13	1	4	4	0	-1	3	-1	17
COc1cccc(CNC(=O)c2ccc(NC3=NC4CS(=O)(=O)CC4S3)cc2)c1 (centres undefined)	0	1	4	-2	8	-2	-4	3	-3	-6
CCOC(=O)c1ccc(NC(=O)CCc2nc(-c3ccc(Cl)cc3)no2)cc1	-5	2	-2	-10	-14	11	-4	3	-3	-4
COC(=O)C1=C(C)N(C)C(C)=C(C(=O)OC)C1c1ccccc1C	1	-3	-1	3	8	4	-4	-1	1	-2
COc1ccc(N2CCN(S(=O)(=O)CCNS(=O)(=O)c3ccccc3)CC2)cc1	1	-1	6	6	1	5	1	5	-4	-5
CC(=O)N/C(=C\c1ccccc1)C(=O)OCc1ccccc1	3	-3	1	3	3	3	-4	6	-3	2
C/C(=N\Nc1nc(Nc2ccccc2)nc(N2CCOCC2)n1)c1cccs1	-1	1	0	-4	-6	5	4	-3	2	3
CCCCC(=O)NCCNC(=O)c1cc(OCC(F)(F)F)ccc1OCC(F)(F)F	-4	-1	4	26*	10	3	-2	-6	-1	0
CCCCCn1cc(CCC(=O)Nc2ccc(N(C)c3ccccn3)cc2)c2ccccc21	-5	12	1	26*	/	0	-1	2	-2	-1
COc1cccc(CNC(=O)CN2C(=O)CCSc3ccc(S(=O)(=O)N4CCCC4)cc32)c1	-2	3	-4	1	-3	-12	1	8	-1	4
Cc1ccccc1CN(CC(=O)Nc1cccc([N+](=O)[O-])c1)S(=O)(=O)c1ccc(Cl)cc1	2	9	-3	-63	-63	-5	1	5	0	-52
COc1ccc(S(=O)(=O)N2CCOCC2)cc1NC(=O)CSc1nnc(C2CC2)n1N	-7	4	1	-5	8	18	11	4	7	-2
CSc1nc(C)cc(C)c1C#N	2	-1	0	-2	-7	9	-5	-4	5	3
Cc1cc(C)n(-c2nc3ccccc3n3c(C)nnc23)n1	-4	-3	-2	5	2	18	7	-3	1	1

Only part of the results is shown; count on the stated rates, not on these rows.
